Screens (PubChem)
CHRM5 antagonist: blocks acetylcholine activation of human M5 receptor; P08912; CHO-hM5 cells, Fluo-8 calcium fluorescence, ACh EC80; inhibition, % at 3 µM; hit rate 0.59% among 360,000; AID 624040;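 active = inhibition above a per-plate cutoff, the mean of that plate's test compounds plus 3 SD, cut at about 27% in these data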;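 note: 0% = acetylcholine EC80 with DMSO and 100% = DMSO without agonist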
M1 PAM: positive allosteric modulators of human M1 muscarinic receptor; P11229; CHO-K1 hM1, Fluo-8 calcium fluorescence, ACh EC20; 0% = ACh EC20, 100% = maximal ACh; activation, % at 3 µM; hit rate 0.088% among 360,000; in the data active = activation above about 19%, passing the limit was not always enough
Target sequence (P11229 whole entry, looked up): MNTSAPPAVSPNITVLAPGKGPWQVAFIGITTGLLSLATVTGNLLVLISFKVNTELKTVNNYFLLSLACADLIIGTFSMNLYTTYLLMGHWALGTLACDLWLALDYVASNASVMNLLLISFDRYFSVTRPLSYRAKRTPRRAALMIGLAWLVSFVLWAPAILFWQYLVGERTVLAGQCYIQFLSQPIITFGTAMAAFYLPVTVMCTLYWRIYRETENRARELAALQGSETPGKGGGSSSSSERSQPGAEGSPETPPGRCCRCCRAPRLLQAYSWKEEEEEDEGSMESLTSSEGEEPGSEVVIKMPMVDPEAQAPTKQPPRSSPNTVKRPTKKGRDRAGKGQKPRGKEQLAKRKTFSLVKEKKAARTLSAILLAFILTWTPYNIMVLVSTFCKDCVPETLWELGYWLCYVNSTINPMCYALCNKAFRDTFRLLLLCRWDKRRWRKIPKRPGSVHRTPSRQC
CHRM4 agonist: CHRM4 agonism in calcium assay; hit rate 0.14% among 360,000; activation, % at 3 µM; CHO-K1 hM4/Gqi5, Fluo-8 calcium fluorescence; vehicle 0%, full acetylcholine response 100%; AID 624127; P08173;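 active = activation above the run mean over all test wells plus 3 SD, cut at about 32% in these data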;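 note: peak over basal fluorescence ratio per well then scaled between controls; 0% = DMSO wells and 100% = acetylcholine at EC100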
Target sequence (P08173 whole entry, looked up): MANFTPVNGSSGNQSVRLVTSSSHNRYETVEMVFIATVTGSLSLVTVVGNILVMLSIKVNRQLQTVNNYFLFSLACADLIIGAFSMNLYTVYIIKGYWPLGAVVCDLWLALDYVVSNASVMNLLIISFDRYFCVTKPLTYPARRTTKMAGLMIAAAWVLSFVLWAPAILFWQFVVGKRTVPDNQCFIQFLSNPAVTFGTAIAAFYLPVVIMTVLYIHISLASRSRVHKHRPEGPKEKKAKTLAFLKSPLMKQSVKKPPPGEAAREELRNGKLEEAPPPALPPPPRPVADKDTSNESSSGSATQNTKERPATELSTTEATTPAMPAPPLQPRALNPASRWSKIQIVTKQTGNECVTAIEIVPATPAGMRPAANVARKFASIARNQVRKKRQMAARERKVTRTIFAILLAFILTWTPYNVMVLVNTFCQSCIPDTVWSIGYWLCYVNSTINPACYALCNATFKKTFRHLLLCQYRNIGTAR
CRFBP-R2 agonist: agonists of human CRF-binding protein/CRF-R2 receptor complex. HEK293 CRF-R2/CRF-BP, calcium dye fluorescence (FLIPR); percent of saturating CRF peptide response. activation, % at 13.2 µM. hit rate 0.46% among 350,000;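 active = activation of at least 50%, plus an integration ratio under a set limit after plate pattern correction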;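 note: plate controls were neutral control wells without compound for no effect and CRF at EC100 for full effect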
M5 PAM: positive allosteric modulators of human muscarinic M5 receptor; CHO-K1 hM5, Fluo-8 calcium, ACh EC20 PAM; 0% = ACh EC20, 100% = ACh EC100; activation, % at 3 µM; hit rate 0.3% among 360,000; AID 624038; P08912;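 active = activation above the run cutoff, the mean activation of all test compounds plus 3 SD, cut at about 18% in these data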
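Test system: CHO-K1 hM5 cells / Doses: single-point, 3 µM nominal / Times: Post-acetylcholine fluorescence recording 140 s / Technique: Fluo-8 calcium fluorescence / Measure: Max/basal fluorescence ratio as % of EC20–EC100 ACh window / Benchmarks: low control EC20 acetylcholine (0%), high control EC100 acetylcholine (100%) / Replicates: one well per compound, no replicates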
CHRM4 antagonist: antagonists of human muscarinic M4 receptor (CHRM4); CHO-hM4 cells, ACh EC80, Fluo-8 calcium fluorescence; inhibition, % at 3 µM; hit rate 0.73% among 360,000; AID 624125;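 active = inhibition above its plate's cutoff, the mean inhibition of sample wells plus 3 SD, cut at about 27% in these data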;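 note: 0% = acetylcholine EC80 with DMSO and 100% = DMSO without agonist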
CHRM4 PAM: positive allosteric modulators of human muscarinic M4 receptor; P08173; CHO-K1 hM4/Gqi5, Fluo-8 calcium fluorescence, ACh EC20; 0% = ACh EC20, 100% = maximal ACh; activation, % at 3 µM; hit rate 0.4% among 360,000; AID 624126;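 active = activation above its plate's cutoff, the mean activation of sample wells plus 3 SD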; note: some results filed as inactive read as strong as hits
M5 ag: agonists of human muscarinic M5 receptor (CHRM5). P08912. CHO-K1 hM5 cells, Fluo-8 calcium fluorescence; 0% DMSO wells, 100% maximal acetylcholine response. activation, % at 3 µM. hit rate 0.19% among 360,000;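 active = activation above the run's mean over test compounds plus 3 SD, cut at about 23% in these data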;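 note: signal is peak over basal fluorescence ratio across the kinetic read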
M1 antag: blocks human M1 muscarinic receptor; hit rate 1.3% among 360,000; CHO-K1 hM1, Fluo-8 calcium fluorescence, ACh EC80 antagonist; inhibition, % at 3 µM; P11229; AID 588852;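 active = percent inhibition above its own plate's cutoff, namely the mean of that plate's compound wells plus 3 SD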;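 note: peak over basal fluorescence ratio during 140 s after agonist addition; 0% = ACh EC80 plus DMSO and 100% = DMSO alone without agonist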
* = called active by the depositor; . = not tested or not shown.

SMILES	CHRM4 antagonist	CHRM4 agonist	CHRM4 PAM	M1 PAM	M5 ag	CRFBP-R2 agonist	M1 antag	CHRM5 antagonist	M5 PAM
Cc1ccc(SCc2[nH]nc3c2C2(CCSCC2)C(C#N)=C(N)O3)cc1	3	4	-1	7	3	1.7	-7	-5	4
Cc1cc(C)n(CC(=O)N2c3ccccc3Sc3ccc(C(F)(F)F)cc32)n1	0	-1	-13	-27	-10	-2.0	62*	8	-14
CCOC(=O)[C@]12CCCC=C1N(Cc1ccco1)C(=O)[C@H](CC(=O)NCCCCc1ccccc1)C2	0	1	0	.	-2	.	.	-9	-1
CC(C)CCOc1ccc(C(=O)C[N+]2(C)CCOCC2)cc1	6	0	-9	-7	-7	-0.2	22	1	1
CC(C)c1ccc(C(O)Cc2nc3ccccc3n2C)cc1 (stereo not drawn)	3	18	-1	-7	2	-0.4	10	16	-10
Cc1ccc(NC(=O)C(C)Sc2nnc3ccccn23)cc1 (stereo not drawn)	-10	1	4	3	-2	2.4	-8	11	3
COc1ccc2c(c1)C(C1C(=O)CCCC1=O)c1ccccc1O2 (stereo not drawn)	2	0	4	11	1	-3.2	-8	0	2
COC(=O)c1ccccc1NC(=O)Cc1ccccc1OC	7	-2	16	5	-2	-0.5	-7	2	-2
CCCCC(=O)N1CCN(c2nc3ccc(Cl)cc3s2)CC1	2	15	23*	-7	0	-2.1	14	5	-8
CCn1c(C)nc2cc(C(=O)NNC(=S)Nc3ccccc3)ccc21	7	0	-2	9	-1	-1.2	-5	6	-2
N=C1C(c2ccccc2)=C(O)C2CCc3ccccc3N12 (stereo not drawn)	15	0	-2	4	0	-0.1	-2	3	2
c1cnc2c(-c3ccc4nccn4c3)cccc2c1	-3	9	-5	-2	-2	.	-3	-3	-4
CC(=O)c1cccc(N(C(=O)c2cnccn2)C(C(=O)NCc2ccccc2)c2ccco2)c1 (stereo not drawn)	5	3	-4	5	-4	2.9	-3	-8	-6
Cc1ccc(S(=O)(=O)N(C)C[C@H]2Oc3ccc(NC(=O)C4CCCCC4)cc3C(=O)N([C@H](C)CO)C[C@H]2C)cc1	-2	0	-3	-2	-8	-1.1	0	11	6
Cc1ccc(-c2cc(C(=O)NCCCN3CCCC3)c3ccccc3n2)cc1C	4	5	0	10	-2	-0.1	-10	-5	7
C/C(=N\NC(=O)COc1cc(C)cc(C)c1)c1cccc(NC(=O)C2CCC2)c1	4	1	-1	3	-2	-0.9	-11	-2	6
CCOC(=O)c1ccc(NC(=O)COc2ccccc2OC)cc1	9	3	7	6	0	0.2	-7	1	-7
COc1ccc(-c2nc(NCCN(C)C)nc3ccsc23)c(C)c1	20	2	-10	-19	-4	.	15	6	-13
O=C(Nc1cccc(NC(=O)c2ccco2)n1)c1ccco1	1	3	-2	18	-1	-0.5	-17	11	-11
O=C(NNC(=O)c1ccccc1[N+](=O)[O-])c1ccco1	-7	1	7	7	3	1.4	-8	-6	8

With a hit mark in CHRM4 PAM (from the list above):
SMILES	CHRM4 antagonist	CHRM4 agonist	CHRM4 PAM	M1 PAM	M5 ag	CRFBP-R2 agonist	M1 antag	CHRM5 antagonist	M5 PAM
CCCCC(=O)N1CCN(c2nc3ccc(Cl)cc3s2)CC1	2	15	23*	-7	0	-2.1	14	5	-8

Further results follow.
SMILES	CHRM4 antagonist	CHRM4 agonist	CHRM4 PAM	M1 PAM	M5 ag	CRFBP-R2 agonist	M1 antag	CHRM5 antagonist	M5 PAM
Cc1cc(NC(=O)CSc2ccc3nnc(CCNS(=O)(=O)c4ccccc4)n3n2)no1	2	0	2	16	-3	-1.2	-9	8	-1
COc1ccc2ccccc2c1CN1CCN(C)CC1	8	1	-9	-13	-13	-1.4	18	7	-9
O=C(COC(=O)c1cncc(Br)c1)Nc1ccc2c(c1)OCO2	2	1	0	8	-1	-0.1	-7	-1	-1
COc1ccccc1-c1noc(CCC(=O)Nc2cccc(C(F)(F)F)c2)n1	6	9	-7	1	-6	-1.2	-4	-1	-8
CC1(C)O[C@@H]2[C@H](O1)[C@@H](COS(=O)(=O)O)O[C@H]2n1cnc2c(=O)[nH]cnc21	-3	0	7	3	0	-1.9	-3	4	7
CC1(C(=O)Nc2cccc(C#N)c2)CCN1C(=O)c1ccccc1CCc1ccccc1 (stereo not drawn)	3	3	-7	-13	-3	.	15	7	-8
COc1cc(C(=O)OCC(=O)Nc2c(F)cccc2F)cc(OC)c1C	-14	1	2	8	-4	-1.8	-8	2	-7
CC(C)(O)CC[C@@H](O)[C@](C)(O)[C@H]1CC[C@@]2(O)C3=CC(=O)[C@@H]4C[C@@H](O)[C@@H](O)C[C@]4(C)C3CC[C@]12C (stereo partly drawn)	-1	1	4	1	2	-0.7	-3	3	5
O=C(c1cc(=O)c2ccccc2o1)N(Cc1ccccc1)C1CCS(=O)(=O)C1 (stereo not drawn)	3	2	0	5	-4	-0.6	0	7	-3
C=CCOC(=O)/C(=C\c1ccccc1)NC(=O)c1ccc(C)cc1	2	1	2	10	-3	-0.3	-5	-4	9
Cc1cccnc1NC(=O)Cn1nc([N+](=O)[O-])cc1C	7	1	-3	3	3	0.0	-3	8	3
CCOC(=O)N1CCN(CC(=O)Nc2sc(CC)cc2C(=O)c2ccc(OC)cc2)CC1	5	-1	-7	6	-3	-0.9	-11	17	-8
S=c1nc(C2CCCCC2)n(-c2ccccc2)[nH]1	-1	0	0	0	-5	-1.7	-2	1	3
CN(CCOc1ccccc1)C(=O)c1ccc(N2CCCC2)c([N+](=O)[O-])c1	2	5	-1	0	0	-0.9	5	8	-1
CN(c1ccc(F)cc1)S(=O)(=O)c1ccc(Cl)c(C(=O)NCc2ccco2)c1	-10	4	0	0	-4	0.1	-1	10	-11
CCOC(=O)Nc1ccc2c(c1)N(C(=O)CCN(CC)CC)c1ccccc1S2=O (stereo not drawn)	6	5	-14	-27	-5	1.2	59*	23	-18
O=C(CSc1nc2ccccc2c(=O)[nH]1)Nc1ccc(N2CCOCC2)c(Cl)c1	3	6	-4	4	1	-1.4	1	5	-4
COC(=O)c1ccc(/C=N/n2cnnc2)cc1	15	3	-4	4	0	0.6	-7	0	1
CCN1C[C@@H]2[C@@H]3C(=O)N(C)C(=O)[C@@H]3[C@](C)(C1=O)N2C(=O)c1ccc(Cl)cc1	3	0	1	-11	1	-2.9	19	14	-4
O=C(NC1CCN(C(=S)Nc2ccc(F)cc2)CC1)C1CCCCC1	-19	1	8	12	-1	-2.0	-15	-14	7

Two of the compounds above, with the structure last.
CHRM4 antagonist,CHRM4 agonist,CHRM4 PAM,M1 PAM,M5 ag,CRFBP-R2 agonist,M1 antag,CHRM5 antagonist,M5 PAM,canonical_smiles
3,0,1,-11,1,-2.9,19,14,-4,CCN1C[C@@H]2[C@@H]3C(=O)N(C)C(=O)[C@@H]3[C@](C)(C1=O)N2C(=O)c1ccc(Cl)cc1
-19,1,8,12,-1,-2.0,-15,-14,7,O=C(NC1CCN(C(=S)Nc2ccc(F)cc2)CC1)C1CCCCC1

Next section.
SMILES	CHRM4 antagonist	CHRM4 agonist	CHRM4 PAM	M1 PAM	M5 ag	CRFBP-R2 agonist	M1 antag	CHRM5 antagonist	M5 PAM
COc1cc(NC(=O)Cn2cnc(S(=O)(=O)N3CCCC3)c2)cc(OC)c1OC	5	0	-1	2	-4	2.7	-3	0	0
NC(=O)CC(NC(=O)c1ccc(Br)cc1)c1ccc(NC2CCCCCC2)c([N+](=O)[O-])c1 (stereo not drawn)	0	1	10	9	0	-1.4	2	3	9
CC(Oc1ccc(Br)cc1)C(=O)NC1CCN(Cc2ccccc2)CC1 (stereo not drawn)	-1	2	-5	-11	-8	-0.6	14	8	-5
O=C1NC(=S)N/C1=C\c1ccc(N2CCOCC2)cc1	4	0	-3	-9	1	4.6	15	7	-2
CC(=O)Nc1ncc(Cc2ccc(Cl)cc2Cl)s1	5	1	8	8	0	-5.3	-9	4	3
CCN(CC)c1ncc(C#N)c(N)n1	-9	0	-4	10	3	-1.0	-9	-3	5
COc1ccc(-c2noc(N3CCC(C(=O)Nc4ccccc4Cl)CC3)n2)cc1	1	0	-7	-8	1	1.6	3	-2	-9
CCOc1ccc(/C(C)=N/N2C(=O)C(CC(=O)Nc3ccc(OC)cc3[N+](=O)[O-])SC2=Nc2cccc(C)c2C)cc1 (stereo not drawn)	-3	1	10	9	1	-1.3	-11	-4	1
O=C1[C@H](Cc2ccccc2)NCCCC[C@@H](c2ccco2)N1Cc1ccccc1	-7	0	2	-1	3	0.5	0	14	-2
COc1cccc(OCC(O)CN2CCC(CN3C(=O)c4cccc5cccc(c45)C3=O)CC2)c1 (stereo not drawn)	1	5	-17	-19	-8	0.6	-3	3	-8
CN(C(=O)CN1C(=O)S/C(=C\c2ccccc2Cl)C1=O)C1CCS(=O)(=O)C1 (stereo not drawn)	-2	1	3	4	1	0.3	-2	-3	3
CCCN1CCC(=O)N([C@H](CSc2ccc(Br)cc2)c2ccccc2)CC1	-2	3	3	-14	-10	-1.2	4	15	-11
COc1ccc(/C(N)=N/OC(=O)c2cccc([N+](=O)[O-])c2C)cc1	-4	0	-7	1	1	1.8	-5	2	6
O=C(CC(=O)NCc1cccnc1)NCc1cccnc1	6	1	2	6	-2	2.8	-28	-1	-5
COc1ccc(N(CC(=O)NN=C2CCCCCCC2)S(=O)(=O)c2ccccc2)cc1	13	0	-1	3	-3	-0.3	-5	2	2
CCC(C)c1ccc(NC(=O)c2cccs2)cc1 (stereo not drawn)	3	-4	2	1	-4	-0.5	-4	6	-4
CCc1ccccc1NC(=S)N(CCOC)C(C)c1ccco1 (stereo not drawn)	0	0	18	10	0	0.1	-16	1	8
Cc1cccc(-n2ncc3c(NCc4ccccn4)ncnc32)c1	-13	1	-2	0	-4	-1.5	-5	-13	-4
Cn1c(=O)cc(SCC(=O)N2CCN(C(=O)c3ccco3)CC2)c2ccccc21	-6	2	-2	10	-1	1.1	-6	-2	-4
Cc1ccc2c(c1)CO[C@@]21O[C@H](CCO)C[C@H](O)[C@H]1O	-2	0	-1	-6	1	0.5	1	6	-2
COC(=O)C(NC(=O)c1ccc(C)cc1)(Nc1cccc(C)n1)C(F)(F)F (stereo not drawn)	-4	0	-2	-11	-6	-1.6	13	1	-2
COc1ccccc1CNS(=O)(=O)c1cccc(S(=O)(=O)N2CCOCC2)c1	-13	2	9	0	-6	-1.1	-5	-13	-8
Cc1cccc(Nc2c([N+](=O)[O-])ccc3nonc23)c1C	-11	1	-1	21	-3	-5.7	-17	0	3
Cc1ccc(NC(=O)C(=S)NCc2ccco2)cc1	-5	-1	5	4	-3	1.6	-23	0	5
Cc1cc(OCC(=O)OCC(=O)c2ccc[nH]2)ccc1Cl	-11	7	1	13	-5	-1.4	-13	1	-3
Cn1c(SCC(=O)Nc2ccccc2Cl)nnc1C1CC1	-2	0	-1	3	-3	-0.2	1	-1	3
NC1=NC(c2cn(-c3ccccc3)nc2-c2cccs2)n2c(nc3ccccc32)N1 (stereo not drawn)	6	0	1	-7	-7	-1.8	3	-2	2
COCCNC(=O)CCCCCn1c(=S)[nH]c2ccccc2c1=O	2	1	19	8	0	0.3	-5	-1	-3
O=C(O)C1C(c2ccccc2)=C1c1ccc(Br)cc1 (stereo not drawn)	0	-1	-4	-1	-1	0.3	-8	-4	1
OC1CCN(C(c2ccc3ncccc3c2)c2nnnn2C2CCCCC2)CC1 (stereo not drawn)	-1	1	6	11	4	-0.4	-6	-4	3
